# FUS suppressor: rescues growth of FUS-expressing yeast; S. cerevisiae FUS-expressing, growth rescue, OD600, 24 h; Potency, µM (top dose mostly 76.6 µM), for the others: at the top dose growth rescue (activation), actives largely listed as activators; 0.24% of 390,000 active; AID 1347120;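 further: potency means the concentration at half of the fitted maximal effect; plate controls were DMSO vehicle for no effect and reference control for full effect; nearly all actives have a fitted effect of over 55% in size; some results filed as inactive show a strong effect at the top dose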
#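 Galactose (2%) drives FUS expression in yeast precultured in raffinose; seeding density OD 0.005. Test compounds incubated 24hr at 30C and 99% humidity before absorbance at 600 nm was measured.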
# TDP-43 yeast inh: TDP-43 toxicity inhibition in yeast; TDP-43 expressing yeast growth rescue, BacTiter-Glo, 24 h; Potency, µM (doses to about 46.1 µM), for the others: at the highest dose growth rescue (activation), most hits filed as activators; 1.8% of 410,000 active; AID 652104; further: potency means the concentration at half of the fitted maximal effect; % of control where 0% means no effect; nearly all actives have a fitted effect of over 50% in size
#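 Cell-based yeast growth screen: TDP-43 expression induced in galactose, inoculum OD600=0.02 after raffinose pregrowth to mid-log. Read-out BacTiter-Glo luminescence at 24 hr, 30 deg C; inhibition of toxicity seen as signal increase.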
# GLP1R cytotox: cytotoxicity in counter-screen for GLP-1R inverse agonists; HEK293 cAMP-luciferase reporter cells, luminescence, 24 h; Potency, µM (top dose mostly 38.3 µM), for inactives: top-dose activity change, negative = inhibition, hits mostly inhibitors; 0.13% of 410,000 active; AID 624418;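 further: loss of luciferase light is scored as toxicity; potency means the concentration at half of the fitted maximal effect; on the % scale 0 is the no-effect control and ±100 the full control effect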
#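 Here, cytotoxicity is scored as loss of luminescence. The MLSMR collection was tested on cells seeded in medium containing 10% Nu serum, with a 24 hr compound exposure preceded by 12 hours of culture.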
# pAkt inh: blocks phosphorylation of Akt | Neuro2A IGF-stimulated pAkt S473 HTRF, 20 min; stronger effect = lower value | activity change, % for hits at 50 µM | 0.32% of 360,000 active | AID 651550; in the data active means activity change below about -80%; inconclusive means mostly about -51% to -80%; further: on the % scale 0 is the no-effect control and ±100 the full control effect
#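 Neuro2A cells (4,500/well, DMEM with 0.5% FBS) were treated with compound at a single 50 µM final concentration, stimulated with 6 nM IGF for 20 min at 37 °C, and lysed. Phospho-Akt Ser473 was read by HTRF as 665/615 ratio ×10^4.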
# Mm-Cpn inhibitor: M. maripaludis TRiC chaperonin inhibition; purified Mm-Cpn ATPase, ADP Transcreener TR-FRET; Potency, µM (highest dose often 76.9 µM), for the others: at the highest dose activity, negative = inhibition, actives largely listed as inhibitors; 0.031% of 330,000 active; further: potency means the concentration at half of the fitted maximal effect; on the % scale 0 is the no-effect control and ±100 the full control effect; nearly all actives have a fitted effect of over 80% in size
#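 Reaction buffer contained 30 mM Tris pH 7.4, 100 mM KCl, 5 mM MgCl2 and 1 mM DTT. Mm-CPN (25 nM final) hydrolysed 10 uM ATP over 30 min at 37°C; ADP was read by HTRF.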
# aSyn yeast inh: inhibitors of alpha-synuclein toxicity in yeast; Yeast expressing alpha-synuclein, growth rescue, BacTiter-Glo, 24 h; Potency, µM (top dose mostly 46.1 µM), inactives show at the top dose growth rescue (activation), most hits filed as activators; 0.14% of 370,000 active; AID 652106; further: potency means the concentration at half of the fitted maximal effect; % of control where 0% means no effect; nearly all actives have a fitted effect of over 65% in size
#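 Readout is rescue of growth in alpha-synuclein-expressing yeast, so inhibitors of toxicity appear as activators. Growth after 24 hr at 30 deg C in galactose medium is quantified by luminescence.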
# GLP-1R inv ag: GLP-1 receptor (human) inverse agonism; P43220; HEK293 GLP-1R CRE-luciferase, luminescence, 24 h; GLP-1R form is constitutively active; Potency, µM (doses to about 38.3 µM), inactives show at the highest dose activity change, negative = inhibition, usual class: inhibitors; 1.6% of 410,000 active; further: potency means the concentration at half of the fitted maximal effect; on the % scale 0 is the no-effect control and ±100 the full control effect; nearly all actives have a fitted effect of over 55% in size
# Target sequence (P43220 whole entry, looked up): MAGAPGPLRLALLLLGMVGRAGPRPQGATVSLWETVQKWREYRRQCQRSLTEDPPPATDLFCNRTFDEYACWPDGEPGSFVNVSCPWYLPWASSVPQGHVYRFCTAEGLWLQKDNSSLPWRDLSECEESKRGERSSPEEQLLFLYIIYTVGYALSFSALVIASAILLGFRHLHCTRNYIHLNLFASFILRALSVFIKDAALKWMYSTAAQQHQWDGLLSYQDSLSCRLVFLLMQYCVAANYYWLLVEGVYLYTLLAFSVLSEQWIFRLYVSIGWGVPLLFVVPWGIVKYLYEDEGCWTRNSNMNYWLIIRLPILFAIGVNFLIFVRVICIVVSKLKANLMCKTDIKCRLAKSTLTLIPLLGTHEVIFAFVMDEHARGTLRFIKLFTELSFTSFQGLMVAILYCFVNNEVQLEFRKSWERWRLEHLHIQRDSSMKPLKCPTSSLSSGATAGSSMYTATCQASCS
#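 HEK293 cells stably co-expressing constitutively active GLP-1R and a cAMP-responsive luciferase reporter were seeded in DMEM with 10% Nu serum, given compounds after 12 h, and incubated 24 h at 37 deg C. Luminescence was then read.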
# PTHR1 ag: agonists of human PTHR1 parathyroid hormone receptor; 0.075% of 410,000 active; HEK293 GP2 PTHR1 cells, GloSensor cAMP luminescence, 1 h; Potency, µM (top dose mostly 115 µM), without a hit: top-dose activation, actives largely listed as activators; Q03431; further: potency means the concentration at half of the fitted maximal effect; nearly all actives have a fitted effect of over 55% in size; some results filed as inactive show a strong effect at the top dose; inactives centre near -15; many of its hits are not listed in these tables
# Target sequence (Q03431 whole entry, looked up): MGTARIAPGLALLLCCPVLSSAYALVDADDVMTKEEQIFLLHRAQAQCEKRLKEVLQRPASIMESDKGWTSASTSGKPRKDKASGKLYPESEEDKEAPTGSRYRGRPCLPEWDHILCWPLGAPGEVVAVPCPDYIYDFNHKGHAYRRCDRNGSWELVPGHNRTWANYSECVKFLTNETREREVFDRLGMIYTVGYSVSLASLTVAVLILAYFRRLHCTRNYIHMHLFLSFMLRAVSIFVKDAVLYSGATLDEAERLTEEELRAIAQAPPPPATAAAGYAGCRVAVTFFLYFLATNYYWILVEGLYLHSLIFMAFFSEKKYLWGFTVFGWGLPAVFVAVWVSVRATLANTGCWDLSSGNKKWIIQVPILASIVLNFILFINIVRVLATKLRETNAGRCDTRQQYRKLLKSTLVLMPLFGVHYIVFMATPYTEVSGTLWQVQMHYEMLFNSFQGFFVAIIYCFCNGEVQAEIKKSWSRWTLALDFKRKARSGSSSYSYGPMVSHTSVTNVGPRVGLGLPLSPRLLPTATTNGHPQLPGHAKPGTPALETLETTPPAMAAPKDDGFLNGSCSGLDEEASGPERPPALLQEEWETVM
#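 HEK-293-derived GP2 cells expressing PTHR1 and a GloSensor cAMP reporter, 3,000/well, plated overnight, given luciferin plus IBMX (each 0.5 mM as added) for 1 h at 37 °C, then compound for 1 h at 37 °C. Luminescence was read after 15 min at room temperature.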
# Abeta yeast res: A-beta toxicity reversal in yeast; yeast expressing A-beta42, growth rescue, OD600, 48 h; response scale: 0% DMSO, 100% iron-clioquinol control; Potency, µM (top dose mostly 46.1 µM), without a hit: at the top dose growth rescue, hits mostly activators; 0.063% of 410,000 active; AID 1347071; further: potency means the concentration at half of the fitted maximal effect; nearly all actives have a fitted effect of over 55% in size
#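 Yeast growth medium received pinned compounds, then yeast cells expressing toxic A-beta were added; plates incubated at 30 C for 48 hr. Growth read as absorbance at 600 nm, normalized to DMSO and equimolar FeCl3 plus clioquinol controls.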
# Active calls of the source: *; i = inactive; ? = inconclusive; nt = no result given; & = joins results of further samples; [ ] = remark or other dose. Unless noted, the call rests on the fitted dose curve; in most records, active means well fitted curve in the direction sought with a large enough effect; inconclusive means small, poorly fitted or top-dose-only effect, or another doubt; inactive means no such curve, though single readings can be large; an effect the other way counts as inactive or inconclusive.
SMILES,FUS suppressor,TDP-43 yeast inh,GLP1R cytotox,pAkt inh,Mm-Cpn inhibitor,aSyn yeast inh,GLP-1R inv ag,PTHR1 ag,Abeta yeast res
OC(c1ccc(F)c(F)c1)c1ncc(-c2ccccc2F)[nH]1 (configuration not stated),-15.1%,4.5%,16.8%,i,nt,-1.7%,8.0%,-7.1%,-12.8%
COCCNC(=O)CCCn1c(=O)c2cc(OC)c(OC)cc2n(CC(=O)Nc2ccc(F)cc2)c1=O,15.8%&-18.3%,7.0%&-7.6%,1.2%&14.5%,i,2.5%,1.6%,21.1%&8.3%,i,3.3%&-7.2%
CN(CC1CCCN(CCc2ccc(F)cc2)C1)C(=O)CCC(F)(F)F (configuration not stated),-0.8%,-9.3%,1.7%,i,-0.1%,-3.5%,-3.7%,i,2.3%
O=C(C1=C[C@H](c2ccc(Br)cc2)C[C@H](OCCCCO)O1)N1CCN(Cc2ccccc2)CC1,-12.7%,-17.7%,0.2%,i,nt,2.2%,?,-18.8%,-14.5%
CCCCC#Cc1ccc(C(=O)NNC(=O)Nc2cc(Cl)cc(Cl)c2)o1,7.0%,-7.3%,-14.9%,i,-0.5%,-6.9%,?,i,-5.8%
C=CCNC(=O)CN1c2cccc3cccc(c23)S1(=O)=O,3.6%,-0.8%,12.0%,i,0.0%,-4.2%,18.1%,-21.9%,-8.1%
COc1ccc(CNC(=O)c2cnn(-c3ccc(OC)cc3)c2C2CCN(C(=O)OC(C)(C)C)CC2)cc1,?,-2.9%,-13.8%,nt,nt,nt,?,-17.5%,2.7%
N#Cc1nc(COc2ccc(Cl)cc2)oc1N1CCCCCC1,27.5%,8.7%,-0.3%,i,2.0%,19.3%,?,-4.9%[57.5 µM],-8.9%
CSc1sc(C#N)c2c1/C(=N\O)CCC2,-6.2%,5.8%,2.4%,i,3.9%,-1.2%,60.5%[activator],i,-3.1%
C=CCNC(=S)NNC(=O)c1csc(CC)c1,nt,8.1%,-27.7%,i,-1.0%,2.3%,-1.8%,i,0.0%
CCOC(=O)CN(C(=O)CSc1nnc(-c2cccc(OC)c2)o1)c1ccc(F)cc1,?,0.0%,-15.5%,i,-3.0%,19.6%,-29.6%,-18.6%,2.7%
COCC(C)n1c(SCC(=O)N2CCOCC2)nc2ccccc2c1=O (configuration not stated),-17.9%,-1.4%,4.7%,i,0.9%,-4.0%,15.9%,-16.5%,-13.6%
FC(F)(F)C1=CC(c2ccc(Br)cc2)=NCCN1,-15.5%,11.0%,11.8%,i,1.3%,0.7%,-27.4%,-19.3%[57.5 µM],7.5%
COc1ccc(N2Cc3cccc(C(=O)Nc4ccc(Cl)cc4)c3C2=O)cc1,-2.4%,-4.0%,2.0%,nt,nt,nt,-15.9%,-15.5%,-8.7%
CCOc1ccc(CCNC(=O)COC(=O)c2c(OC)cccc2OC)cc1OCC,13.0%,25.5%,9.3%,i,-0.7%,2.5%,3.9%,i,-10.6%
CC1(C)CC(N2CCN(CCO)CC2)=CC(=S)N1,-13.5%,?,-29.7%,i,-2.3%,17.8µM*,8.1%,i,-61.0%[inhibitor]
Cc1ccc(Nc2nc(N)nc(CN3CCN(Cc4ccc5c(c4)OCO5)CC3)n2)cc1,15.3%,-5.8%,-3.1%,i,-4.2%,-3.7%,?,-11.2%,15.6%
O=C(Nc1cccc(Cl)c1)c1cc(S(=O)(=O)N2CCOCC2)cs1,nt,10.9%,-17.2%,i,-1.1%,0.3%,?,-19.5%,1.5%
CC(C)C(OC(=O)c1cc2occc2n1C)C(=O)NCc1ccc2c(c1)OCO2 (configuration not stated),?,-1.5%,-0.9%,i,0.8%,2.8%,?,-8.0%,-24.9%
COc1ccc(CCN2CNc3c(c(=O)n(C)c(=O)n3C)C2)cc1,5.6%,-1.7%,71.6%[activator],i,0.0%,2.2%,1.9%,-16.0%,17.0%
CCOC(=O)c1[nH]c2ccccc2c1NC(=O)c1ccc(OC)c(OC)c1,-18.2%,2.6%,5.7%,nt,nt,nt,12.6%,-20.9%,-6.0%
CCOC(=O)C1CCN(c2ccc([N+](=O)[O-])cc2)CC1,-1.5%,-6.8%[0.397 µM],?,i,-1.2%,0.5%,8.4%,-53.1%[inhibitor],4.9%
Cc1ccc(S(=O)(=O)N2CCCCC2)cc1NC(=O)CCc1nc2ccccc2c(=O)[nH]1,24.5%,-15.4%,-7.4%,i,2.1%,-3.8%,-2.0%,i,2.6%
COc1ccccc1CNc1cc(-c2ccccc2)nc2nncn12,25.9%,0.0%,-4.8%,nt,nt,nt,-9.9%,-25.2%,-28.9%
CNC[C@@H]1Oc2c(NC(=O)Nc3ccc(F)cc3)cccc2C(=O)N([C@H](C)CO)C[C@@H]1C,2.0%,16.7%,-8.3%,i,-2.5%,-0.4%,15.7%,-32.0%[inhibitor],-6.9%

# Ordered by length of the SMILES (low to high): part of the list above
SMILES,FUS suppressor,TDP-43 yeast inh,GLP1R cytotox,pAkt inh,Mm-Cpn inhibitor,aSyn yeast inh,GLP-1R inv ag,PTHR1 ag,Abeta yeast res
CN(CC1CCCN(CCc2ccc(F)cc2)C1)C(=O)CCC(F)(F)F (configuration not stated),-0.8%,-9.3%,1.7%,i,-0.1%,-3.5%,-3.7%,i,2.3%
CCOC(=O)CN(C(=O)CSc1nnc(-c2cccc(OC)c2)o1)c1ccc(F)cc1,?,0.0%,-15.5%,i,-3.0%,19.6%,-29.6%,-18.6%,2.7%
COCCNC(=O)CCCn1c(=O)c2cc(OC)c(OC)cc2n(CC(=O)Nc2ccc(F)cc2)c1=O,15.8%&-18.3%,7.0%&-7.6%,1.2%&14.5%,i,2.5%,1.6%,21.1%&8.3%,i,3.3%&-7.2%

# Next records
SMILES,FUS suppressor,TDP-43 yeast inh,GLP1R cytotox,pAkt inh,Mm-Cpn inhibitor,aSyn yeast inh,GLP-1R inv ag,PTHR1 ag,Abeta yeast res
C/C(CCC(C)C)=N\NC(=S)Nc1cc(S(=O)(=O)N2CCOCC2)ccc1N1CCOCC1,67.2%,12.7%,?,i,-0.6%,-10.9%,2.0%,i,-16.8%
C=C1CCC(N(O)c2cc(C)on2)C(=C)CCC2C1CC2(C)C (configuration not stated),27.8%,-34.7%[inhibitor],7.7%,i,-1.5%,?,?,-20.1%,-14.4%
COc1ccc(C(CNC(=O)c2oc3ccccc3c2C)N2CCCC2)cc1 (configuration not stated),nt,0.0%,-24.9%,i,-5.1%,-9.3%,?,i,1.4%
O=C(O)c1ccc(-c2ccc(OS(=O)(=O)c3ccccc3F)cc2)cc1,-15.4%,2.0%,-13.7%,i,0.9%,5.8%,108.4%[activator],-24.4%,1.6%
CCOC(=O)C1=C(COC(=O)C2(C)CC2(Cl)Cl)NC(=O)NC1c1ccccc1 (configuration not stated),-29.9%,-4.7%,-4.5%,i,-0.5%,-2.3%,-17.4%,-20.0%,10.8%
COc1ccc(-c2[nH]ncc2CNCCCSC)cc1F,-8.5%,2.5%,2.6%,i,1.1%,3.6%,-7.3%,1.1%,-21.8%
O=S(=O)(NCc1ccco1)c1cccc(S(=O)(=O)N2CCCCC2)c1,12.5%,0.5%,-8.0%,i,1.9%,-7.3%,?,-37.4%[inhibitor][57.5 µM],0.0%
COc1ccc(C(=O)c2cc(C(C)=O)c(Nc3ccccc3)s2)cc1,-3.9%,1.2%,145.0%[activator],i,-1.4%,1.0%,?,-2.3%,-11.2%
COc1cc(CNC(=O)c2cc(-c3cc(OC)ccc3Cl)n[nH]2)cc(OC)c1,35.9%,19.9%,-2.8%,i,nt,-13.8%,?,-19.1%,3.1%
CCOc1ccc(S(=O)(=O)NCCC(=O)N2CCN(Cc3ccccc3)CC2)cc1,4.4%,10.8%,-13.9%,i,0.7%,-0.1%,5.6%,-29.3%,-5.4%
CC(C)NC(=O)NS(=O)(=O)c1cnccc1NC1CC2CCC1C2 (configuration not stated),-11.8%,11.6%,-7.2%,-106.6%*,0.4%,-1.1%,9.6%,i,17.2%
Cc1ccc(C)c(N2CCN(CCCNC(=O)Cn3cc4c(n3)CCCCC4)CC2)c1,?,5.3%,-11.7%,i,0.2%,0.3%,?,-27.4%,9.6%
O=C(O)CCCN=CC1=C(O)CNC1=O,-11.2%,23.4%[9.22 µM],-0.6%[7.66 µM],i,-0.9%,-1.6%,0.2%[7.66 µM],i,3.6%
CC1=CC2=NC(=O)/C(=C\c3cccn3CCOc3ccccc3)C(=N)N2O1,41.5%,?,-18.8%,i,1.7%,17.3%,?,-6.7%,6.5%
O=C(O)[C@@H]1Cc2ccccc2N1,4.0%,16.9%,-1.6%,i,2.7%,-2.5%,-14.1%,i,-6.1%
CCC(C(=O)Nc1ncccn1)(C(F)(F)F)C(F)(F)F,0.8%,-10.3%,10.6%,i,-1.4%,-1.2%,4.3%,-15.7%[57.5 µM],-10.3%

# Compound profiles, as listed above. Order of values: FUS suppressor, TDP-43 yeast inh, GLP1R cytotox, pAkt inh, Mm-Cpn inhibitor, aSyn yeast inh, GLP-1R inv ag, PTHR1 ag, Abeta yeast res
# Shown for COc1ccccc1CNc1cc(-c2ccccc2)nc2nncn12 : 25.9%, 0.0%, -4.8%, nt, nt, nt, -9.9%, -25.2%, -28.9%
# Shown for Cc1ccc(Nc2nc(N)nc(CN3CCN(Cc4ccc5c(c4)OCO5)CC3)n2)cc1 : 15.3%, -5.8%, -3.1%, i, -4.2%, -3.7%, ?, -11.2%, 15.6%

# Screens: PubChem BioAssay, National Center for Advancing Translational Sciences (NCATS)

# This is a subset; count on the stated rates, not on these rows.
